Screening results as filed in PubChem.
Runt-SMMHC FRET: blocks binding of human RUNX1 Runt domain to CBFb-SMMHC; AID 1434; Cerulean-Runt/Venus-CBFb-SMMHC FRET ratio 530/480, 1 h; Q01196+Q13951; 220,000 tested, 0.74% active; inhibition, % at 20 µM;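 active means mean inhibition across duplicate retests at 20 µM reaching about 50%, limit read from the data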;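 further: 0% = DMSO wells and 100% = wells with excess untagged CBFb-SMMHC; inhibitors lower the FRET ratio by blocking Runt binding to CBFb-SMMHC; some results filed as inactive read as strong as hits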
Target sequence (Q01196 whole entry, looked up, the tested form may be a part): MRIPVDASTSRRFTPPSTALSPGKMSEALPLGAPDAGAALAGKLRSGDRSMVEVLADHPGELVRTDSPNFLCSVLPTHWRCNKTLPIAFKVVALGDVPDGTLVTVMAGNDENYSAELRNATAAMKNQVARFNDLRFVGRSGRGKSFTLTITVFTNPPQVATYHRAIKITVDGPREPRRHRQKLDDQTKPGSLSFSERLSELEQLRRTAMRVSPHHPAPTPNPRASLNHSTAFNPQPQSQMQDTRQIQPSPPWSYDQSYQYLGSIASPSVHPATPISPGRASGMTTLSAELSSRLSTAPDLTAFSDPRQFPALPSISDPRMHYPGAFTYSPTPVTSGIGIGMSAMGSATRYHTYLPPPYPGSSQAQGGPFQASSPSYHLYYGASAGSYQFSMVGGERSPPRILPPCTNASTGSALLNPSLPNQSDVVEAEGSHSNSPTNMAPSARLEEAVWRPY
Target sequence (Q13951 whole entry, looked up, the tested form may be a part): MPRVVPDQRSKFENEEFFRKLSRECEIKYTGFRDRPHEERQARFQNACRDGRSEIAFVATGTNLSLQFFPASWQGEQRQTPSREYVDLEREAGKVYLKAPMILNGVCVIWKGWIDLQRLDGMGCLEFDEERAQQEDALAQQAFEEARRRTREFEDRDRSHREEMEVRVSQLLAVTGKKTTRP
RBBP9 inh: blocks human serine hydrolase RBBP9. O75884. recombinant RBBP9, FP-Rh probe fluorescence polarization. inhibition, % at 7.94 µM. 220,000 tested, 0.2% active;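 active means inhibition above the campaign mean of all tested compounds plus 3 SD, cut at about 14% in these data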;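 further: plate controls were DMSO wells with RBBP9 for no effect and wells lacking RBBP9 protein for full effect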
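system = RBBP9 protein | input = RBBP9 at 2.5 µM in dispensed solution, before mixing | measured by = fluorescence polarization (mP), excitation 525 nm, emission 598 nm | incubation = enzyme-compound preincubation 30 min, then probe labeling 45 min, 25 °C | buffer or medium = Tris-NaCl-Pluronic buffer, pH 8.0 | compound = single dose 7.94 µM | also added = FP-Rh probe, 375 nM dispensing solution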
p47phox inh: p47phox (human) inhibition. P14598. p47phox/p22phox peptide binding, fluorescence polarization, 2 h. inhibition, % at 24.7 µM. 220,000 tested, 0.53% active. AID 1274;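 active means inhibition above about 30%, limit read from the data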;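 further: 0% = p47phox with labelled peptide and 100% = labelled peptide alone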
Calpain2 inh: blocks pig calpain II enzyme activity | purified calpain II, fluorogenic peptide substrate, 30 min | inhibition, % at 16 µM | 220,000 tested, 0.37% active | AID 1236;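 active means inhibition above about 50%, limit read from the data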
p97 inhibitor: human p97 ATPase inhibition | P55072 | inhibition, % at 8 µM | recombinant p97 ATPase, Kinase-Glo ATP luminescence, 3 h | 220,000 tested, 0.42% active | AID 1481; in the data active means inhibition above about 15%;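 further: 0% = DMSO vehicle and 100% = wells lacking enzyme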
Furin inh: inhibitors of human furin; purified furin, fluorogenic substrate cleavage; inhibition, % at 30 µM; 220,000 tested, 0.061% active; in the data active means inhibition above about 25%; further: inactives centre near -15
Runt-CBFb FRET: inhibitors of human RUNX1 Runt domain binding to CBFb. Q01196+Q13951. Cerulean-Runt/Venus-CBFb FRET ratio 530/480, 1 h. inhibition, % at 20 µM. 220,000 tested, 0.46% active;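 active means inhibition over about 50% at 20 µM in the single-dose screen, limit read from the data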;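 further: 0% = DMSO wells and 100% = excess unlabeled CBFb competitor control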
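Measured by: fluorescence energy transfer, 422 nm excitation, 530/480 nm emission; Assay system: Cerulean-Runt domain; Medium: Tris pH 7.5 buffer with BSA; Measure: loss of energy transfer signal; Controls: 5 µM unlabeled CBFb as full-inhibition high control; Incubation: protein complex preformed 1 h, compound exposure 1 h, room temperature, dark.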
TbHK1 inh: blocks Trypanosoma brucei hexokinase 1 activity; recombinant TbHK1, G6PDH-coupled NADH A340; AID 1430; inhibition, % at 10 µM; 220,000 tested, 0.11% active;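 active means inhibition of 50% or more in the single-dose primary screen; inactive means inhibition below 50%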
EBV gp42 block: EBV gp42 inhibition; Q1HVG2; 220,000 tested, 0.42% active; Fluorescence polarization binding assay, mP read-out; AID 1085; inhibition, % (tested at 21.74 µM); in the data active means inhibition above about 50%
Target sequence (Q1HVG2 whole entry, looked up): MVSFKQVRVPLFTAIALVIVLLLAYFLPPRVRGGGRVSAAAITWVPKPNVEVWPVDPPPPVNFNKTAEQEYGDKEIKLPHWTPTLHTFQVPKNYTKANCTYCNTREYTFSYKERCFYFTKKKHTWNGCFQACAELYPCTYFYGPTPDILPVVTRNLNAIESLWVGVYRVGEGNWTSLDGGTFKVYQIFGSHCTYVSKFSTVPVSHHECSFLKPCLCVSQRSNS
Active calls of the source: *; i = inactive; x = not tested or not shown; [ ] = another dose, or the depositor's remark.

SMILES	Runt-SMMHC FRET	RBBP9 inh	p47phox inh	Calpain2 inh	p97 inhibitor	Furin inh	Runt-CBFb FRET	TbHK1 inh	EBV gp42 block
N#CC12CCCCC1CC1CCCCC1(C#N)N2N (stereo not drawn)	2	0	0	-18	0	-13	1	-10	-7
COCCNC(=O)C1CCN(C(=O)c2cc3sccc3n2Cc2ccc(F)cc2)CC1	-1	-8	4	-4	0	-23	0	-7	14
Cc1cc(NCc2ccccc2)nc(N2CCOCC2)n1	-2	-11	-10	-3	6	-11[20 µM]	0	8	-13
Cc1c(C(N)=O)c(-c2ccccc2)nn1-c1ccccc1	2	-9	1	15	-5	-14	-2	-1	-8
O=C(CNC(=O)c1ccccc1O)N/N=C/c1ccccn1	1	-8	-3	-7	5	-26	0	-8	3
COc1ccc(OC)c(NC(=O)c2ccc(-c3cccs3)cc2)c1	-1	-14	-5	19	-5	-1	2	0	8
CS(=O)(=O)N(CC(=O)NCc1ccccc1Cl)c1cccc([N+](=O)[O-])c1	1	-6	-4	-4	3	-18	2	-6	7
Cc1ccc(C(c2nnnn2C(C)(C)C)N2CCC(C)CC2)cc1 (stereo not drawn)	6	-6	-30	15	-6	-19[20 µM]	-2	0	-19
NC(=O)COC(=O)/C=C/c1cccc(Br)c1	-6	-12	-10	-16	-4	-17	-2	-3	3
Cc1nnc(NC(=O)CSc2ccc(-c3ccco3)nn2)s1	15	-7	-3	-78	6	-37	20	4	15
Cc1ccc(CN(CC(=O)NCCc2ccccc2)C(=O)CCCC(=O)Nc2cc(C)on2)cc1	2	-9	-4	-26	0	-25	-2	1	-11
OCCC1CN(Cc2ccccc2-c2ccco2)CCN1C1CCCC1 (stereo not drawn)	6	1	-4	2	2	-36	7	-3	-8
Cn1cc(CN2CCN(c3ccc(Cl)cn3)CC2)c(-c2ccccc2F)n1	0	-2	1	7	3	-24	-4	-5	-9
O=S1(=O)C=C(SCc2ccccc2)Nc2ccccc21	-4	-7	-12	5	3	-18[20 µM]	-2	5	-7
CS(=O)(=O)c1ccc(Cl)c(NC(=O)COC(=O)c2ccc(F)cc2Cl)c1	-1	5	-6	3	3	-22	-1	-2	-11
COC(=O)/C(=C\Nc1ccc(Cl)cc1Cl)NC(=O)c1ccc(Cl)cc1Cl	2	1	20	-59	-1	-12[20 µM]	1	-18	-3
CCN(C(=O)COC(=O)c1cc(S(=O)(=O)Nc2c(C)n(C)n(-c3ccccc3)c2=O)ccc1Cl)C1CCCCC1	0	-3	2	-40	0	-30	-6	2	-19
Cc1cc(-c2ccccc2)nc(N2CCC(C(=O)NC(C)C)CC2)n1	-3	3	3	-63	5	-26	-3	-2	-5
Fc1ccc(C(c2nnnn2Cc2cccs2)N2CCN(C3CCCC3)CC2)cc1 (stereo not drawn)	5	-6	-9	-8	3	-10[20 µM]	0	11	-13
CN=c1scc(-c2ccccc2F)n1/N=C/c1ccc[nH]1	-19	0	-3	17	-3	-1	3	-13	-5
CCOc1ccc(-c2nc(C#N)c(NCC3CCCO3)o2)cc1 (stereo not drawn)	0	-7	-17	-273	1	-26[20 µM]	1	-19	-6
CCN(CC)C(=O)CN(c1ccc(Cl)cc1)S(=O)(=O)c1ccccc1	2	1	3	3	4	-19[20 µM]	0	-7	2
Cn1cc(C(=O)Nc2ccc(Cl)cc2)c(C(F)(F)F)n1	1	-5	-3	0	7	-23	-2	-4	-15
COCCNC(=O)COc1ccc(C)c(C)c1	-7	-1	3	13	-5	-22[20 µM]	-2	-2	-9
O=C(c1ccccc1)c1cc2c(cc1[N+](=O)[O-])OCCO2	2	-10	3	4	-4	-9	-1	-18	-6
CCCNc1nc2c(c(=O)[nH]c(=O)n2C)n1CCc1ccccc1	3	-7	-2	-33	0	-15	21	1	-13
CCN(CC)S(=O)(=O)c1ccc(N2CCOCC2)c(NC(=O)Cc2ccccc2)c1	1	6	-1	3	-5	-12	1	-10	-23
C[n+]1cccc2c(Br)ccc([O-])c21	-6	4	9	41	45*	-24	8	-10	-6
CN1CCCN(C(=O)c2cc(-c3ccc(Cl)c(Cl)c3Cl)nc3ccccc23)CC1	1	-10	-12	-7	0	-34	-1	1	-4
COc1ccc[nH]c1=O	-4	-3	-1	-29	5	-25	0	5	-5

Compound profiles (already shown):
COc1ccc[nH]c1=O is entered as Runt-SMMHC FRET = -4; RBBP9 inh = -3; p47phox inh = -1; Calpain2 inh = -29; p97 inhibitor = 5; Furin inh = -25; Runt-CBFb FRET = 0; TbHK1 inh = 5; EBV gp42 block = -5
Cc1ccc(C(c2nnnn2C(C)(C)C)N2CCC(C)CC2)cc1 (stereo not drawn) is entered as Runt-SMMHC FRET = 6; RBBP9 inh = -6; p47phox inh = -30; Calpain2 inh = 15; p97 inhibitor = -6; Furin inh = -19[20 µM]; Runt-CBFb FRET = -2; TbHK1 inh = 0; EBV gp42 block = -19
Cc1nnc(NC(=O)CSc2ccc(-c3ccco3)nn2)s1 is entered as Runt-SMMHC FRET = 15; RBBP9 inh = -7; p47phox inh = -3; Calpain2 inh = -78; p97 inhibitor = 6; Furin inh = -37; Runt-CBFb FRET = 20; TbHK1 inh = 4; EBV gp42 block = 15

Additional records.
SMILES	Runt-SMMHC FRET	RBBP9 inh	p47phox inh	Calpain2 inh	p97 inhibitor	Furin inh	Runt-CBFb FRET	TbHK1 inh	EBV gp42 block
Cc1cc(C)nc(/N=C(/NC(=O)Nc2ccc(Cl)c(Cl)c2)Nc2cccc(Cl)c2)n1	3	0	-3	-19	2	-9	-1	-12	-19
COC(=O)c1ccc(OC(=O)c2ccco2)cc1	-6	-7	5	2	1	-13	-3	3	-11
O=C(/C=C/c1ccccc1Cl)Nc1cccc(S(=O)(=O)NC2=NCCCCC2)c1	1	-14	-20	-17	3	-12	0	-8	3
Nc1n[nH]c(C2CC2)c1N=Nc1ccc(Cl)c(Cl)c1	-8	-3	-26	22	-1	-14	-1	-12	-10
COc1cc(C(=O)N(CCc2ccccc2)C2CC3CCC(C2)N3C)cc(OC)c1OC (stereo not drawn)	-2	-10	-2	36	4	-30	0	7	-3
CC(C)CCNC(=O)CNC(=S)N(CCCN1CCOCC1)Cc1cccs1	6	-4	-10	-4	-4	-24	0	-5	-7
O=C(CSc1nc2ccccc2s1)N/N=C/c1ccccc1C(=O)O	1	-7	-11	1	4	-16	-1	2	-10
Cc1sc2ncnc(-n3nnc4ccccc43)c2c1C	0	-3	-1	-231	2	-18	1	-5	-5
CC1CCc2nc3ccc(S(=O)(=O)N4CCC(C(=O)NC5CCCC5)CC4)cc3c(C(=O)O)c2C1 (stereo not drawn)	1	-6	-6	-35	-5	-11	1	3	-15
CC1(C)Cc2nc(NCCCO)c(C#N)cc2CO1	-1	-2	-5	i	0	-87	-4	-28	-9

Printed as active in p97 inhibitor, of those listed so far:
SMILES	Runt-SMMHC FRET	RBBP9 inh	p47phox inh	Calpain2 inh	p97 inhibitor	Furin inh	Runt-CBFb FRET	TbHK1 inh	EBV gp42 block
C[n+]1cccc2c(Br)ccc([O-])c21	-6	4	9	41	45*	-24	8	-10	-6

The listing continues:
SMILES	Runt-SMMHC FRET	RBBP9 inh	p47phox inh	Calpain2 inh	p97 inhibitor	Furin inh	Runt-CBFb FRET	TbHK1 inh	EBV gp42 block
O=C1CSCN1c1ccc(Cl)cc1	-3	-5	0	-25	2	-21	0	-7	-1
Cc1ccc(S(=O)(=O)c2cnc3cc(C)nn3c2N)cc1	-3	-9	2	3	4	-21	-2	1	-22
Cc1noc(C)c1S(=O)(=O)Nc1ccc(C(=O)N2CCN(c3cccc(Cl)c3)CC2)cc1	1	3	-16	-111	-2	-14[20 µM]	-6	-8	-19
O=C(c1ccccc1)N1CCCOC1c1ccccc1 (stereo not drawn)	-5	-1	-20	-18	-4	-19	-3	0	-15
COC(=O)CNC(c1ccccc1Cl)c1cc(Br)ccc1NS(=O)(=O)c1ccc(C)cc1 (stereo not drawn)	7	-8	-9	-10	-2	-13	0	2	0
CC(=O)Nc1ccc(NC(=O)c2ccccc2N(C)S(C)(=O)=O)cc1	2	-2	-8	-42	3	-27[20 µM]	0	4	0
CCOC(=O)c1c(C)c(C(=O)NCCCOC)c(C)n1C	-5	-2	-8	0	-1	-11	-2	7	-4
CC(=O)O[C@H]1CC[C@]2(C)[C@H]3CC=C4[C@@H]5[C@@H](C)[C@H](C)CC[C@]5(C(=O)O)CC[C@@]4(C)[C@]3(C)CC[C@H]2C1(C)C	-2	x	-9	-20	x	-28	4	-1	6
O=C(CN(Cc1ccc(F)cc1)S(=O)(=O)c1ccc(S(=O)(=O)N2CCOCC2)cc1)Nc1ccccc1	-3	-4	-1	2	-2	-6	-2	3	-4
O=C(CCC(=O)N1CCN(S(=O)(=O)c2ccccc2)CC1)NC1CCCc2ccccc21 (stereo not drawn)	-1	5	-4	24	0	-20	-2	0	0

Copied from above, three compounds:
SMILES	Runt-SMMHC FRET	RBBP9 inh	p47phox inh	Calpain2 inh	p97 inhibitor	Furin inh	Runt-CBFb FRET	TbHK1 inh	EBV gp42 block
CC(=O)O[C@H]1CC[C@]2(C)[C@H]3CC=C4[C@@H]5[C@@H](C)[C@H](C)CC[C@]5(C(=O)O)CC[C@@]4(C)[C@]3(C)CC[C@H]2C1(C)C	-2	x	-9	-20	x	-28	4	-1	6
O=C(CN(Cc1ccc(F)cc1)S(=O)(=O)c1ccc(S(=O)(=O)N2CCOCC2)cc1)Nc1ccccc1	-3	-4	-1	2	-2	-6	-2	3	-4
O=C(CCC(=O)N1CCN(S(=O)(=O)c2ccccc2)CC1)NC1CCCc2ccccc21 (stereo not drawn)	-1	5	-4	24	0	-20	-2	0	0

The list goes on:
SMILES	Runt-SMMHC FRET	RBBP9 inh	p47phox inh	Calpain2 inh	p97 inhibitor	Furin inh	Runt-CBFb FRET	TbHK1 inh	EBV gp42 block
O=C(COC(=O)CCc1nc2ccccc2c(=O)[nH]1)Nc1ccc(Cl)cn1	-7	-8	2	16	-9	-8	1	-2	-3
Cc1ccc(S(=O)(=O)N2CCCC(NC(=O)N3CCN(c4ccccc4)CC3)C2)cc1 (stereo not drawn)	1	-6	-3	-11	3	-22	0	1	-26
CC1(C)CC(=O)C(C2C3=C(CC(C)(C)CC3=O)Oc3ccccc32)C(=O)C1 (stereo not drawn)	0	-10	-6	-19	6	-17	2	-8	-9
CCOC(=O)c1cc(-c2ccc(OC(F)F)cc2)nc2nc(SC)[nH]c(=O)c12	-2	-4	-7	i	-1	-17	2	-33	3
O=C(Nc1ccc2c(c1)OCCO2)c1cccc2nc3ccccc3nc12	-9	-8	21	-53	0	-23[20 µM]	x	-11	-12
COc1cc(/C=C2\C(=O)NN(c3ccccc3)C2=O)ccc1OCC(N)=O	-5	-7	-13	-34	5	-20	1	3	-15
